# AmpC detergent – qHTS Inhibitors of AmpC Beta-Lactamase (assay with detergent). AmpC hydrolysis of nitrocefin, absorbance 480 nm, 0.01% Triton. Potency, µM (series often up to 114 µM), for the others: at the highest dose activity change, negative = inhibition, most hits filed as inhibitors. 370,000 tested, 0.041% active;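 also: potency is read from the fitted curve at half-maximal effect; 0% = no-compound wells and -100% = no-enzyme wells; nearly all actives have a fitted effect of over 25% in size; some results filed as inactive show a strong effect at the top dose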
# Target sequence (P00811 whole entry, looked up): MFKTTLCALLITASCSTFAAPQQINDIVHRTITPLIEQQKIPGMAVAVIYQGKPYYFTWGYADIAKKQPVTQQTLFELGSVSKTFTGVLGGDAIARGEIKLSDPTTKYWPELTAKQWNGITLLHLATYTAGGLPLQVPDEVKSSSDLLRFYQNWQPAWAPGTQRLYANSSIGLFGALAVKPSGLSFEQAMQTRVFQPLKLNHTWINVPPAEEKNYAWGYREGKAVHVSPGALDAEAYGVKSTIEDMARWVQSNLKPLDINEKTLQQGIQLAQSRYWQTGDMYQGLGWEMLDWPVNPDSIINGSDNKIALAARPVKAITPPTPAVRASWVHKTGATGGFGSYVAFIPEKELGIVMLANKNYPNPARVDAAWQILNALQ
#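 20 mM phosphate pH 7.0 + 0.01% (detergent screen) or 0.0001% Triton X-100; 5.3 nM AmpC reagent; cpd preinc 15 min RT; nitrocefin (800 uM stock) to start; A480 q20 s × 4 min; Activity was normalised to no-enzyme and no-compound control wells.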
# AmpC inh no detg – qHTS Inhibitors of AmpC Beta-Lactamase (assay without detergent). Potency, µM (series often up to 57.1 µM), without a hit: top-dose activity change, negative = inhibition, hits mostly inhibitors. 330,000 tested, 0.52% active. AID 485341, 2010. AmpC nitrocefin hydrolysis, absorbance 480 nm, 0.0001% Triton;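 also: potency is read from the fitted curve at half-maximal effect; plate controls were no compound for no effect and no enzyme for full effect; nearly all actives have a fitted effect of over 20% in size; some results filed as inactive show a strong effect at the top dose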
#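 20 mM phosphate pH 7.0 + 0.01% (detergent screen) or 0.0001% Triton X-100; 5.3 nM AmpC reagent; cpd preinc 15 min RT; nitrocefin (800 uM stock) to start; A480 q20 s × 4 min; Activity was normalised to no-enzyme and no-compound control wells.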
# AMA1 RON2 block – qHTS for Inhibitors of AMA1-RON; Towards Development of Antimalarial Drug Lead: Primary Screen; AlphaScreen AMA1-biotinylated RON2 peptide binding; 360,000 tested, 0.2% active; Plasmodium falciparum AMA1 (3D7) - RON2 peptide interaction; AID 720542, 2013; Potency, µM (doses to about 58.2 µM), for the others: at the top dose activity change, negative = inhibition, actives largely listed as inhibitors;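 also: potency is read from the fitted curve at half-maximal effect; 0% = vehicle wells and -100% = peptide control; nearly all actives have a fitted effect of over 45% in size; some results filed as inactive show a strong effect at the top dose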
#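 AMA1 (3D7) with his tag at 25 nM final met compounds first, then biotinylated RON2 peptide at 25 nM; detection used donor plus acceptor beads, 10 µg/mL apiece, read by AlphaScreen after 30 min at room temperature.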
# Tb PYK inh – qHTS of Trypanosoma Brucei Inhibitors; AID 624173, 2012; TbPYK enzyme, Kinase-Glo Plus ATP luminescence, 45 min; 410,000 tested, 0.12% active; pyruvate kinase (Trypanosoma brucei), Q57TT1; Potency, µM (series often up to 76.8 µM), for the others: top-dose activity, negative = inhibition, most hits filed as inhibitors; also: potency is read from the fitted curve at half-maximal effect; nearly all actives have a fitted effect of over 50% in size
#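 In this concentration-response screen, enzyme-free wells defined baseline while DMSO plates tracked drift. Each reaction combined TbPYK, substrate, compound and 130 uM ADP for 45 min at room temperature. Kinase-Glo Plus luminescence gave the signal.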
# HCMV antiviral – qHTS Assay for inhibitors of the human cytomegalovirus (HCMV). HFF cells, HCMV-luciferase reporter, 72 h; stronger effect = lower value. activity change, negative = inhibition, % at 57.5 µM. AID 1259415, 2018. 410,000 tested, 4.5% active; in the data active = activity change below about -60%; inconclusive = no clear call, values can overlap the other calls; inactive = above about -39%
#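 Inhibition of viral replication was scored as loss of reporter luminescence in HFFs infected with HCMV-luciferase (MOI 1 PFU/cell) for 72 h; compounds tested at 2 doses, normalized to buffer and Salinomycin controls.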
# LmPK inh – qHTS Assay for Inhibitors of Leishmania Mexicana Pyruvate Kinase (LmPK); Potency, µM (doses to about 57.5 µM), for inactives: top-dose activity change, negative = inhibition, actives largely listed as inhibitors; Q27686; 290,000 tested, 0.37% active; purified LmPK, Kinase-Glo ATP luminescence, 1 h; also: potency is read from the fitted curve at half-maximal effect
# Target sequence (Q27686 whole entry, looked up): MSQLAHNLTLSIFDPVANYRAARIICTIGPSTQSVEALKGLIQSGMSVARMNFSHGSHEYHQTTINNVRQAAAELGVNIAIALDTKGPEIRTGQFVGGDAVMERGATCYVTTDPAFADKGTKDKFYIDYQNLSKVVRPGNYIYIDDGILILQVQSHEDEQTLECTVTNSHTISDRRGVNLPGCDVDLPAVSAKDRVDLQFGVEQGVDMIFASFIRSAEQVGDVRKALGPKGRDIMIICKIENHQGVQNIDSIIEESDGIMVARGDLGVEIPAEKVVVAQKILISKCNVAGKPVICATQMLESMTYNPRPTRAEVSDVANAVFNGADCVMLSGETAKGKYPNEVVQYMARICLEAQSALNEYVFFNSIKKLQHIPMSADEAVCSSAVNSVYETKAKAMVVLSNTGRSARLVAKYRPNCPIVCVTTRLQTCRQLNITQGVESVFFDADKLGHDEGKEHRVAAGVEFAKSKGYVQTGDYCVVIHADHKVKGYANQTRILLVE
#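 Kinase-Glo luminescence read after 1 h RT reaction of 0.1 nM LmPK with 0.5 mM PEP and 0.1 mM ADP. Activity scaled between uninhibited and enzyme-free controls.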
# Sm TGR block – qHTS Assay for the Inhibitors of Schistosoma Mansoni Peroxiredoxins; Schistosoma mansoni thioredoxin glutathione reductase (TGR), Q962Y6; purified TGR, DTNB reduction, TNB absorbance 405 nm; Potency, µM (titrated, usually from 114 µM), for inactives: top-dose activity change, negative = inhibition, hits mostly inhibitors; 360,000 tested, 3% active; AID 485364, 2010; also: potency is read from the fitted curve at half-maximal effect; nearly all actives have a fitted effect of over 60% in size
#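 First, TGR (20 nM dispensed) and NADPH were mixed with compound. Second, a 15 min room-temperature incubation followed. Third, further NADPH and then DTNB were added to start the reaction. Finally, TNB absorbance was monitored kinetically.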
# Active calls of the source: *; u = inconclusive; x = no result given; [ ] = another dose, or the depositor's remark. Unless noted, calls follow the shape of the dose curve; as a rule, active = well fitted curve in the direction sought with a large enough effect; inconclusive = small, poorly fitted or top-dose-only effect, or another doubt; inactive = no such curve, though single readings can be large; an effect the other way counts as inactive or inconclusive. Unless noted, % is scaled to controls: 0 for no effect and ±100 for the full control effect.
Compound | AmpC detergent | AmpC inh no detg | AMA1 RON2 block | Tb PYK inh | HCMV antiviral | LmPK inh | Sm TGR block
Cc1ccc(NC(=O)c2cc(=O)[nH]c3ccc(S(=O)(=O)N4CCOCC4)cc23)cc1 | 5% | 29% | -7% | 8% | u | x | 7%
CNc1nc(-c2ccccc2)nc(-c2ccccc2)c1C#N | -3% | x | 20% | 9% | 11 | -1% | 0%
CCN(CC)S(=O)(=O)c1ccc(N=Cc2c(O)n(-c3ccccc3)c(=O)[nH]c2=O)cc1 | -10% | -13% | 0% | -7% | -28 | 2% | u
Nc1ccc(OCCCc2c(N)nc(N)nc2N)cc1 | -19% | -24% | u | -3% | 11 | -2% | 0%
CC(C)NC(=O)C1(C)CCN1Cc1ccc(-c2ccccc2)cc1 (stereo not drawn) | x | x | 1% | 3% | -20 | x | x
CC1(C(=O)NS(=O)(=O)c2ccccc2)CCN1C(=O)CC1CCCCC1 (stereo not drawn) | x | x | 4% | 5% | -25 | x | x
Cc1ccccc1OCC(=O)Nc1ccc2nc(SCC(=O)N3CCOCC3)sc2c1 | 18% | x | x | 5% | -78* | x | 2%
O=C(Nc1ncn[nH]1)c1ccc([N+](=O)[O-])cc1[N+](=O)[O-] | 4% | -24% | 20% | -7% | 32 | -4% | 1%
Cc1ccc(-n2ncc3c(SCc4ccccc4)ncnc32)cc1 | u | -19% | 34%[activator] | -12% | -63* | -5% | -14%
O=[N+]([O-])c1ccc(N2CCN(C(=S)c3cccc([N+](=O)[O-])c3)CC2)cc1 | 1% | -31% | -19% | u | -19 | 3% | 6%
Cc1ccc(-c2c(NCCc3ccccc3)c(=O)c2=O)cc1 | -1% | -4% | 0% | 5% | -22 | 1% | 11%
Cc1cccc(NC(c2cccc(F)c2)c2ccc3ccc(C)nc3c2O)n1 (stereo not drawn) | 5% | x | x | -1% | 85 | x | u
CCn1c(SCC(=O)Nc2cc(NC(C)=O)ccc2OC)nnc1-c1cccnc1 | -1% | -14% | -2% | 2% | 16 | 0% | -17%
CCc1cccc(NC(=O)CN(C)C2=NS(=O)(=O)c3ccccc32)c1 | 0% | -13% | 6% | 2% | -23 | x | 1%
COc1cc(OC)c(OC)cc1/C=N/NC(=S)NCC1CCCO1 (stereo not drawn) | -9% | -42% | 37%[activator] | 2% | 18 | -4% | -28%
Cc1ccc(F)c(S(=O)(=O)NC(=O)C2(C)CCN2C(=O)c2cccc3ccccc23)c1 (stereo not drawn) | x | x | 13% | -1% | 18 | x | x
Oc1ccc(-c2nccc(-c3ccccn3)n2)cc1 | 2% | 26% | -6% | 11% | 256 | -2% | 6%
Cc1ccccc1-n1c(SCC(=O)N(C)C2CCS(=O)(=O)C2)nc2ccccc2c1=O (stereo not drawn) | 4% | 24% | 15% | 0% | -31 | 1% | x
CCC(C)(C)NC(=O)Cn1c(-c2ccccc2)cc(C(C)=O)c1C | -9% | 14% | -5% | 1% | 3 | 18% | 0%
CCc1ccc(NC(=S)Nc2ccc(S(=O)(=O)Nc3ncccn3)cc2)cc1 | -10% | -36% | 14% | -5% | 3 | 1% | -24%
CC(C)(C)NC(=O)COc1ccc(CNc2ncn[nH]2)cc1 | 4% | -8% | -1% | 1% | -10 | -8% | 11%
CC(C)(C)C1CCC(C(=O)OCC(=O)N2CCN(C(=O)c3ccco3)CC2)CC1 (stereo not drawn) | 1% | 91%[activator] | 1% | -6% | -34 | -1% | 5%
COc1ccccc1-n1c(-c2cc(-c3ccc(F)cc3)n[nH]2)n[nH]c1=S | -7% | -40% | 47%[activator] | u | 20 | -28% | -19%
COc1ccc(C2C=C(c3cccs3)Nc3nc(CCCO)nn32)cc1 (stereo not drawn) | 7% | 15% | x | x | x | -3% | 40µM*
CCOc1ccccc1N1CCN(Cc2cc3c(cc2[N+](=O)[O-])OCO3)CC1 | u | -9% | -17% | 1% | -9 | 0% | 1%
Nc1ccc(-c2nc3c(ccc4ccccc43)[nH]2)cc1 | 0% | -24% | -12% | -3% | 79 | 0% | 2%
Cc1c(NC(=O)c2ccc(Cl)c(S(=O)(=O)N3CCOCC3)c2)c(=O)n(-c2ccccc2)n1C | u | -18% | -3% | 5% | 17 | 0% | -4%
COc1cccc(NC(=O)C2Cc3ccccc3CN2C(=O)c2ccco2)c1 (stereo not drawn) | -14% | 0% | 5% | 2% | 24 | -8% | 35µM*
CCOC(=O)CNS(=O)(=O)c1c(C)noc1C | u | 1% | -5% | -2% | -19 | -2% | 25µM*
S=C(Nc1cc(Cl)ccc1Oc1ccccc1)N1CCN(c2ccccn2)CC1 | -14% | -25% | 29% | -6% | -78* | -2% | -2%
COC(=O)CCc1c[nH]c2ccc([N+](=O)[O-])cc12 | x | x | 3% | -6% | 27 | x | x
Cc1c(Cl)cccc1NC(=O)CN1C(=O)CSc2ccc(S(=O)(=O)N3CCCC3)cc21 | 6% | x | x | 1% | 51 | x | -13%
CCOCCCNC(=S)N(CCO)Cc1cc2cc3c(cc2[nH]c1=O)OCCO3 | 4% | -15% | -3% | -1% | 19 | 8% | -21%
COC(=O)C1=C(c2ccc(OC)c(OC)c2)C[C@@H]2CC[C@H]1N2C(=O)N1CCCC1 | 4% | 21% | 6% | 0% | -37 | x | 0%
O=C(CN1CCCCC1)Nc1ccc(S(=O)(=O)N2CCCCCC2)cc1 | -12% | -1% | -5% | -3% | -2 | 2% | 2%
Cc1cc(C)c(CN2CCN(C(=O)CC[C@H]3O[C@@H](n4ccc(=O)[nH]c4=O)[C@H](O)[C@@H]3O)CC2)c(C)c1 | x | x | 1% | 3% | -4 | x | x
Nn1c(SCC(=O)Nc2ccc3c(c2)OCCO3)nnc1C(F)(F)F | u | -1% | 8% | -4% | -6 | -1% | -5%
COc1ccc(NC2=CC(c3ccc(OC)c(OC)c3)N(c3ccc(OC)cc3)C2=O)cc1 (stereo not drawn) | u | 122%[activator] | u | -16% | 8 | -1% | -32%
CC(=O)Oc1c(Cl)cc(Cl)cc1/C=C/c1ccc2ccccc2n1 | -2% | -25% | 96%[activator] | -3% | -18 | 3% | 8%
COc1cccc(CNS(=O)(=O)c2c(C(=O)N3CCCCCC3)c(C)n(C)c2C)c1 | -8% | 40% | 8% | -21% | -33 | 5% | -6%
O=C(CNC(=O)c1cc2c(n(-c3ccccc3)c1=O)CCCC2=O)c1ccccc1 | -3% | 93%[activator] | -28% | -4% | 18 | -5% | -7%
NC(=O)c1cc(S(=O)(=O)N2CCOCC2)ccc1N1CCCC1 | 2% | -6% | -1% | -11% | -1 | 5% | 0%
COc1ccc(/C=C/C(=O)Nc2nc(N)n(-c3ccccc3)n2)cc1 | -11% | -49% | 27% | -5% | 22 | 0% | -14%
COc1cccc(/C=N/Nc2nc3ccccc3[nH]2)c1O | -10% | -37% | 0% | -2% | -99* | 5% | 16%
COC(=O)/C(=C/c1ccc(F)cc1)NC(C)=O | -2% | -7% | -11% | 3% | -39 | -6% | -4%
Cc1cc(C)n2nc(C(=O)N(C)C(c3ccccc3)c3ccccc3)nc2n1 | 4% | 46% | 12% | 1% | -39 | 14%[11.5 µM] | -3%
CN(C)CCN(C(=O)c1ccc2c(c1)OCCO2)c1nc2ccc(Cl)cc2s1 | 3% | -8% | 0% | -9% | 33 | 6%[11.5 µM] | 6%
CN=c1nc(-c2ccccc2)n(-c2ccccc2)s1 | -6% | -25% | -16% | 7.9µM* | -24 | x | 1.1µM*
COc1cc(Nc2cc(C)nc3ncnn23)cc(OC)c1OC | -6% | -1% | 2% | 1% | 76 | 2% | -2%
N#Cc1c(NC(=O)c2ccc(Cn3cc(Br)cn3)o2)sc2c1CCCCC2 | u | 28% | 13% | -2% | 15 | 4% | 2%
COC1=NS(=O)(=O)c2ccccc21 | -8% | -15% | 12% | 1% | 62 | -6% | 1%
[O-]/[N+](=C\c1ccncc1)c1ccc(Br)cc1 | -10% | -1% | -5% | -23% | x | -1% | u
Cc1cc(-n2c(C)cc(C(=O)CSc3nc(N)cc(=O)[nH]3)c2C)no1 | 4% | -25% | 6% | -6% | u | -2% | 1%
CN1CCN(S(=O)(=O)c2cccc(C(=O)Oc3cccc(C#N)c3)c2)CC1 | 0% | -4% | -1% | -2% | -39 | x | -1%
Cc1ccc(S(=O)(=O)NCC2CCC(C(=O)N3CCOCC3)CC2)cc1 (stereo not drawn) | 7% | 10% | -2% | 0% | 29 | 2% | -35%
Cc1cc([N+](=O)[O-])ccc1NC(=O)CSc1nnc(C)n1C | -7% | -12% | 2% | -11% | 4 | 1% | -20%
COc1cc(/C=N/NC(=O)c2cc(-c3ccccc3)nc3ccccc23)cc(OC)c1O | -13% | 59% | 61%[activator] | 5% | 12 | 1% | 4%
COC(CNC(=O)C(=O)NCC1OCCN1S(=O)(=O)c1ccccc1)OC (stereo not drawn) | x | x | -7% | -5% | -4 | x | x
Cc1ccc2occ(CC(=O)Nc3ccc(Cl)c(C(F)(F)F)c3)c2c1 | 11% | x | x | 1% | -78* | x | 30%
c1ccc(COc2ccc(OCCN3CCCC3)cc2)cc1 | 0% | 33% | u | 2% | -21 | -2% | 8%
CC(C)NC(=O)NC(=O)COC(=O)/C=C/c1ccc2c(c1)OCO2 | 5% | -35% | -4% | -4% | -8 | 5% | 0%

# Compounds as they come; about 7.4% have a hit in one of these screens.
